D2 antagonist = antagonists of human D2 dopamine receptor. AID 485344. 2% of 340,000 active. P14416. HEK293 TREx D2 cells, calcium flux, dopamine EC80. inhibition, % at 10 µM; in the data active means inhibition above about 30%; further: 0% is about no effect
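Tetracycline-induced HEK293 T-REx cells expressing D2 force-coupled to calcium signalling were dye-loaded, exposed to compound for 180 s, then challenged with an EC80 of dopamine; calcium flux was followed kinetically for a further 180 s.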
D2 agonist = activates the human D2 dopamine receptor; AID 485358; HEK293 T-REx D2 cells, calcium flux agonist mode; 0.53% of 340,000 active; P14416; activation, % at 2 µM;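 active means activation over 3 SD above normal in the single-dose calcium agonist read, cut at about 30% in these data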; further: 0% is about no effect
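Tetracycline-induced HEK293 T-REx cells with force-coupled D2 receptor, plated overnight at 30 C, loaded with no-wash calcium dye. After a 10 s baseline, compound was pin-added and calcium flux read kinetically for 180 s; calcium rises flagged agonists.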
RXFP1 antagonist = blocks the human relaxin receptor RXFP1; 0.59% of 350,000 active; AID 1259400; HEK293-RXFP1, relaxin-stimulated cAMP HTRF, 30 min; active compounds read low; Q9HBX9; activity change, negative = inhibition, % at 57.5 µM;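 active means activity change of -60% or lower, but not beyond a set lower limit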; further: on the % scale 0 is the no-effect control and ±100 the full control effect
Target sequence (Q9HBX9 whole entry, looked up): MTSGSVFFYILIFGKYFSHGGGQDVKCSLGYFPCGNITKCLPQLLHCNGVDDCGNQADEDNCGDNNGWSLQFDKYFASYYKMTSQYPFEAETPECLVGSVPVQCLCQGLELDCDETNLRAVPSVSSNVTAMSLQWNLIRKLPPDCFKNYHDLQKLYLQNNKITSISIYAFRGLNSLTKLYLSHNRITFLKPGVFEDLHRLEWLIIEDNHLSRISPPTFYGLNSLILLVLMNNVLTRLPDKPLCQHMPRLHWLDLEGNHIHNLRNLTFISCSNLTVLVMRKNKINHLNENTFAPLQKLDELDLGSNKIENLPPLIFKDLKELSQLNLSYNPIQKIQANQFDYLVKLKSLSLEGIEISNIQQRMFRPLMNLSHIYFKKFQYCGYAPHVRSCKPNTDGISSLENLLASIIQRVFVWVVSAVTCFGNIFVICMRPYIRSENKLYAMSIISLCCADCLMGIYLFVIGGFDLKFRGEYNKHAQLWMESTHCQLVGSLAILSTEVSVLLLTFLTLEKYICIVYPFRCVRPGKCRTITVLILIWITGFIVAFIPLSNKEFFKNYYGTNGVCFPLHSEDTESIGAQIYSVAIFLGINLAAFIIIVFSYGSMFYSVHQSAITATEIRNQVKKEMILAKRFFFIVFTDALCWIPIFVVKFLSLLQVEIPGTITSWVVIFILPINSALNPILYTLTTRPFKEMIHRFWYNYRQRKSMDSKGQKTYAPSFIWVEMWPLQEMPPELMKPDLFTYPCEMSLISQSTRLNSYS
D1 potentiator = potentiators of human D1 dopamine receptor. HEK293 TREx D1 cells, calcium flux, dopamine EC20 potentiation. potentiation, % at 10 µM. 0.036% of 360,000 active; in the data active means potentiation above about 30%; further: 0% is about no effect
D1 antagonist = blocks dopamine activation of the human D1 receptor; activity change, negative = inhibition, % at 10 µM; P21728; 3.2% of 360,000 active; HEK293 TREx D1 cells, calcium flux, dopamine EC80; active compounds read low; in the data active means activity change below about -30%; further: on the % scale 0 is the no-effect control and ±100 the full control effect
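Kinetic fluorescence of a calcium dye serves as the read-out. D1-expressing Hek293 Trex cells, induced overnight at 30 C, are exposed to compound for 180 s before an EC80 dopamine addition, then read 180 s further.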
D2 potentiator = positively modulates the human D2 dopamine receptor allosterically | P14416 | HEK293 T-REx D2, calcium flux, EC20 dopamine potentiation | potentiation, % at 10 µM | 0.34% of 340,000 active | AID 485347;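 active means potentiation over 3 SD above the plate norm, cut at about 30% in these data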; further: 0% is about no effect
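Potentiation of an EC20 dopamine calcium response is measured in a force-coupled, tetracycline-inducible Hek293 Trex D2 line. Compound-only kinetic reads over 180 s flag agonists before dopamine addition.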
D1 ag = agonists of human D1 dopamine receptor | activation, % at 2 µM | P21728 | 1% of 360,000 active | HEK293 T-REx D1 cells, calcium flux, agonist mode | AID 504660; further: 0% is about no effect
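Inducible HEK293 T-REx D1 cells, force-coupled to calcium signalling, were plated at 4000 cells/well with tetracycline and held overnight at 30 C. After no-wash calcium dye loading, compound-evoked calcium rise over 180 s flagged agonists.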
TRHR agonist = activates the human TRH receptor; P34981; TRHR cells, calcium flux fluo-8, FDSS agonist mode; activation, % at 2 µM; 0.18% of 360,000 active; AID 493084; further: 0% is about no effect
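Read-out: compound-evoked intracellular calcium rise in TRHR cells, fluo-8 dye, kinetic FDSS fluorescence at 1 s/cycle following a 10-cycle baseline. Cells cultured overnight before dye loading (30 min–1.5 h, RT).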
TRHR enhancer = allosteric enhancers of human TRH receptor | P34981 | TRHR cells, fluo-8 calcium fluorescence, EC20 TRH enhancement | enhancement, % at 2 µM | 0.66% of 360,000 active | AID 493056; in the data active means enhancement above about 30%; further: 0% is about no effect
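TRHR-expressing cells loaded with fluo-8 calcium dye were read kinetically (ex 480/em 530) during compound addition, then stimulated with an EC20 of TRH (10 nM final). Enhancement of the Gq-mediated intracellular calcium response was scored.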
An asterisk follows results filed as active; . = not tested or not shown; & = joins results of further samples. Unless noted, no stated cut-off is given here; in the data, active means activation above about 30%; inactive means the rest.

no.	Compound	D2 antagonist	D2 agonist	RXFP1 antagonist	D1 potentiator	D1 antagonist
1	O=C(CSc1nnnn1-c1ccc(F)cc1)NCc1cccs1	8	-0.4	-4	-2	-9
2	Cc1cnc(CN(C)Cc2nc(Cc3cccc(C(F)(F)F)c3)no2)[nH]1	-29	0.6	-29	-5	30
3	Cc1ccc(-c2n[nH]c3c2C(c2ccccc2)N(c2ccc(C(=O)O)cc2)C3=O)cc1 (stereo not drawn)	-12	-0.3	-6	7	0
4	Cc1nc(-c2ccccc2)sc1CCNC(=O)C(=O)Nc1ccc(F)c(Cl)c1	.	0.9	.	-4	1
5	COC(=O)c1c(NC(=O)CSc2n[nH]c(N)n2)sc(C)c1C	-7	0.4	-20	-7	5
6	CCC(=O)Nc1ccc(Cl)c(NC(=O)c2ccccc2OC)c1	12	-1.5	-4	0	3
7	COc1ccc(N2CCN(C(=O)CSc3nc4[nH]ncc4c(=O)n3-c3ccc(Br)cc3)CC2)cc1	.	.	-15	1	-5
8	O=C(Nc1ccc(Cl)cc1)C1CCN(c2nc3ccccc3n3cccc23)CC1	.	0.1	-6	0	1
9	CCCc1cc(C(N)=O)c(NC(=O)c2ccco2)s1	-5	-3.6	-9	-4	1
10	COc1ccc(C(=O)c2sc3nc4c(c(C(F)(F)F)c3c2N)CN(C(C)=O)CC4)cc1OC	.	5.1	.	-2	-4
11	CCCn1nnc(NC(=O)c2ccc(-c3cc(Cl)ccc3Cl)o2)n1	0	-0.4	3	-2	9
12	COc1cc(OC)cc(C(=O)N[C@H](C(=O)NCc2ccc(F)cc2)C(C)C)c1	-6	0.2	2	6	5

no.	D2 potentiator	D1 ag	TRHR agonist	TRHR enhancer
1	6	0	0.0	-2
2	-10	4	0.5	-1
3	1	1	0.6	-1
4	-3	7	1.6	0
5	-4	1	0.5	-7
6	6	3	-2.5	-5
7	.	-2	0.0	3
8	11	4	-0.2	9
9	.	1	-3.1	9
10	27	13	8.6	8
11	9	13	-5.4	7
12	-5	0	-1.0	11

In a second layout: five of the compounds above
Each structure is followed by: D2 antagonist	D2 agonist	RXFP1 antagonist	D1 potentiator	D1 antagonist	D2 potentiator	D1 ag	TRHR agonist	TRHR enhancer
6: CCC(=O)Nc1ccc(Cl)c(NC(=O)c2ccccc2OC)c1
 : 12	-1.5	-4	0	3	6	3	-2.5	-5
7: COc1ccc(N2CCN(C(=O)CSc3nc4[nH]ncc4c(=O)n3-c3ccc(Br)cc3)CC2)cc1
 : .	.	-15	1	-5	.	-2	0.0	3
8: O=C(Nc1ccc(Cl)cc1)C1CCN(c2nc3ccccc3n3cccc23)CC1
 : .	0.1	-6	0	1	11	4	-0.2	9
9: CCCc1cc(C(N)=O)c(NC(=O)c2ccco2)s1
 : -5	-3.6	-9	-4	1	.	1	-3.1	9
10: COc1ccc(C(=O)c2sc3nc4c(c(C(F)(F)F)c3c2N)CN(C(C)=O)CC4)cc1OC
 : .	5.1	.	-2	-4	27	13	8.6	8

Following part
no.	Compound	D2 antagonist	D2 agonist	RXFP1 antagonist	D1 potentiator	D1 antagonist
13	Clc1ncccc1-c1nc2ccccc2n1Cc1ccccc1	-4	0.1	0	5	28
14	CSc1nc2c(c(=O)n1-c1ccc(C)cc1)SCC2	-17	-0.1	-6	-1	-21
15	COc1ccccc1NC(=O)CCN1CCN(C)CC1	-8	0.2	0	0	10
16	O=C1SC(SCc2ccccc2)=N/C1=C\c1ccco1	27	-0.3	0	-2	-8
17	CCc1cccc(NC(=O)c2ccc(CNS(=O)(=O)c3ccc4c(c3)C(C)(C)C(=O)N4C)cc2)c1	.	0.0	-17	0	-5
18	S=C(NN=C1CCN(Cc2ccccc2)CC1)NC1CCCCC1	6	0.3	-22	-2	2
19	Nc1cccc(C(=O)Nc2ccc3nc(-c4cccnc4)[nH]c3c2)c1	1	2.5	-12	-2	0
20	CCCC(C)c1nnc(NC(=O)c2cc(C(=O)OC)cc([N+](=O)[O-])c2)s1 (stereo not drawn)	3	2.2	4	-6	0
21	O=C(NCCCn1ccnc1)c1cccnc1	1	0.4	-2	3	-11
22	CC(C)(C)c1ccc(S(=O)(=O)CCc2ccccn2)cc1	7	0.2	0	-6	-25
23	COc1cc(CCC(=O)Nc2ccc(S(=O)(=O)N3CCCC3)cc2)cc(OC)c1OC	-9	-0.1	-2	3	1
24	CCOC(=O)c1c(C)[nH]c(C(=O)OCC(=O)N(CC(C)C)C2CCS(=O)(=O)C2)c1C (stereo not drawn)	4	0.1	-8	5	-16

no.	D2 potentiator	D1 ag	TRHR agonist	TRHR enhancer
13	5	2	-0.7	3
14	8	1	-0.3	12
15	18	9	-1.2	13
16	-6	1	0.2	5
17	1	2	0.4	-3
18	-9	2	-1.2	-1
19	11	5	0.2	2
20	-8	2	0.1	-1
21	1	2	0.4	2
22	-16	8	0.0	-6
23	20	1	-0.5	-2
24	4	1	0.2	-1

(list continues)
no.	Compound	D2 antagonist	D2 agonist	RXFP1 antagonist	D1 potentiator	D1 antagonist
25	Cc1cc(C)c2c(CC(=O)Nc3ccc(Cl)cn3)coc2c1	-16	0.7	-21	-2	-19
26	CCOC(=O)C1=C(CS(=O)(=O)c2ccc(F)cc2)NC(=O)NC1c1ccc(OCC)c(OC)c1 (stereo not drawn)	.	-0.8	.	2	29
27	CCc1ccc2[nH]c(C(=O)Nc3ccc(C)c(F)c3)cc2c1	13	0.7	-7	-4	-1
28	Cc1cc(S(=O)(=O)N2CCN(Cc3ccc4c(c3)OCO4)CC2)cc(C)c1N1CCCC1=O	0	-0.9	-27	-1	3
29	O=C(COC(=O)CNC(=O)c1ccc(-c2ccccc2)cc1)NCc1ccco1	13	-0.4	-20	-5	-11
30	CC1(C)Cc2cccc(OCC(=O)OCC(=O)c3ccccc3)c2O1	16	-1.3	2	.	-5
31	CCCCC(C(=O)O)C(C)CC(=O)NNC(=O)c1ccco1 (stereo not drawn)	-9	0.0	6	-4	-4
32	Cc1sc2nc(-c3cccs3)nc(N3CCCN(C)CC3)c2c1C	-10	-0.4	.	-9	2
33	CCOC(=O)C1CCN(C(=O)COC(=O)c2oc3ccccc3c2C)CC1	6	0.9	-8	-3	9
34	Cc1cc(CNC(=O)C2CCC(=O)N(Cc3ccccc3F)C2)nn1C (stereo not drawn)	6	0.1	3	-6	-2
35	FC(F)(F)c1ccc(CN2C[C@@H]3C(c4ccc(Cl)nc4)C4(c5ccccc5)CC3(C4)[C@H]2c2ccccc2)cc1 (stereo partly drawn)	7	-0.6	.	1	14
36	O=C(c1cccc(Br)c1)N1CCCC1	10	-0.8	9	3	10

no.	D2 potentiator	D1 ag	TRHR agonist	TRHR enhancer
25	-4	4	-0.3	-4
26	6	-3	-1.3	10
27	-10	3	0.2	-4
28	0	9	0.0	-2
29	-20	4	-0.1	0
30	6	13	0.2	-13
31	8	19	-0.6	1
32	5	17	-0.4	-14
33	0	2	-0.2	28
34	-7	2	0.6	-1
35	-7	1	0.2	-1
36	-4	0	0.0	6

Next structures.
no.	Compound	D2 antagonist	D2 agonist	RXFP1 antagonist	D1 potentiator	D1 antagonist
37	C=CCN1C=CC(=C/C=C(/C#N)C(=O)OCC)C=C1	.	26	-20	13	-13
38	COCCN1CCc2nc(SCC(=O)Nc3ccc(C)c(Cl)c3)[nH]c(=O)c2C1	.	1.3	-18	0	5
39	CCN(CC(=O)Nc1ccccc1C(F)(F)F)C(=O)c1oc2ccc(OC)cc2c1C	2	0.7	16	-4	1
40	COc1ccc(NC(=O)Nc2cc(C(C)(C)C)on2)cc1OC	20	-0.6	0	-3	-1
41	CCO[C@H]1OC(C(=O)N2CCCCCCC2)=C[C@@H](C)[C@@H]1CCCO	-4	-0.2	.	3	2
42	Cc1ccc(CNc2ncnc3c2c(-c2ccccc2)cn3-c2cccc(Cl)c2)cc1	.	-0.2	23	0	4
43	CCOC(=O)Cc1csc(NS(=O)(=O)c2cc(Cl)ccc2Cl)n1	-2	-2.1	0	2	12
44	CCc1ccc2ncc3c(-c4ccc(C)cc4)nn(CC(=O)NCc4ccccc4)c3c2c1	.	0.2	-7	-3	-13
45	COc1cccc(OC2OC3COC(C)(C)OC3C(O)C2NC(C)=O)c1 (stereo not drawn)	-30	0.3	-22	3	5
46	CCC(C)(C(=O)NC1CCCC1)N(Cc1ccco1)C(=O)c1ccc2c(c1)OCO2 (stereo not drawn)	10	-0.1	13	-1	0
47	COc1ccc(COCC(O)CN2CCC(CN3C(=O)c4cccc5cccc(c45)C3=O)CC2)cc1OC (stereo not drawn)	-2	0.8	-7	-2	-10
48	COc1ccc(S(=O)(=O)Nc2c(C(=O)O)[nH]c3ccccc23)c(OC)c1	-9	0.7	2	-1	-1

no.	D2 potentiator	D1 ag	TRHR agonist	TRHR enhancer
37	-18	93*	37*	0
38	7	0	0.6	4
39	5	6	0.3	6
40	-4	8	0.8	-4
41	1	-2	-0.1	0
42	11	-4	-0.4	-4
43	8	1	-1.9	2
44	-4	3	0.1	-1
45	-12	0	3.5	-4
46	13	0	-0.6	0
47	-3	1	-0.7	4
48	-14	1	0.4	3

(list continues)
no.	Compound	D2 antagonist	D2 agonist	RXFP1 antagonist	D1 potentiator	D1 antagonist
49	CCCOC(=O)c1c(NC(=O)C(C)Sc2nc(-c3ccccc3)cc(C(F)(F)F)n2)sc(C(=O)N(C)C)c1C (stereo not drawn)	.	0.6	.	0	12
50	O=C(Cc1ccc(Cl)cc1)Nc1ccccc1CO	-23	0.2	-3	-4	2
51	CC1=CC(C)(C)NC(=S)N1c1cccc(C)c1	-43	0.3	-10&-10	2	-13
52	CC(C)=C1SC(N2CCN(c3ccc(Cl)cc3)CC2)=NC1=O	2	0.5	-3	-2	11
53	CCN(CC)c1ccc(/C=c2\sc3nc4ccccc4n3c2=O)c(O)c1	-9	14	-32	0	-38*
54	CCOc1ccc(CN2CCN(Cc3nc4c(s3)CCCC4)CC2CCO)cc1 (stereo not drawn)	-6	0.2	1	-5	5
55	O=C(Nc1nc2c(Br)cc(Br)cc2c(=O)s1)C1CCC1	-4	-0.1	6	0	6

no.	D2 potentiator	D1 ag	TRHR agonist	TRHR enhancer
49	-2	10	1.0	5
50	-4	1	0.0	-1
51	-7	1	0.1	-9
52	.	2	-1.1	5
53	-8	179*	26	-2
54	-3	5	0.5	7
55	-21	2	0.3	3

As entered above.
#51 | TRHR agonist: 0.1
#52 | RXFP1 antagonist: -3
#50 | D1 potentiator: -4
#53 | TRHR agonist: 26
#54 | D1 antagonist: 5
#49 | D1 ag: 10

Bioassay records from PubChem BioAssay.
